# GALK inhibitor – galactokinase (human) inhibition | P51570 | Purified GALK, Kinase-Glo residual ATP luminescence | Potency, µM (highest dose often 57.5 µM), inactives show top-dose activity change, negative = inhibition, most hits filed as inhibitors | 0.007% of 270,000 active | AID 1868; further: potency means the concentration at half of the fitted maximal effect; on the % scale 0 is the no-effect control and ±100 the full control effect
#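 Quantitative HTS: GALK 5 nM, ATP 35 uM, galactose 100 uM, 1 h room temperature, then luciferase-based ATP detection.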
# BCR signal inh – chronic active BCR signaling inhibition; 0.05% of 340,000 active; Potency, µM (highest dose often 46.1 µM), for the others: at the top dose ratio change, negative = lower green/red ratio, hits mostly inhibitors; ABC-DLBCL IkBa-CBG/CBR reporter, luminescence ratio, 4 h; active means well fitted inhibition curve with a large enough effect in the signal ratio, with a control signal flat, not every such curve was filed as active; inconclusive means small, poorly fitted or top-dose-only effect, or effect the other way, or a change in a side signal; the % refers to the signal ratio;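 further: potency means the concentration at half of the fitted maximal effect; plate controls were basal doxycycline-induced cells for no effect and cells given 10 µM MG132 for full effect; MG132 reads +100%, hits lower the ratio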
#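 Compounds up to 46 uM were incubated four hours with TMD8 cells whose green CBG68 luciferase is fused to IkappaBalpha; red CBR luminescence normalised the signal, and concentration-effect curves were fitted to fusion, red and ratio data.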
# Tb PFK inh – blocks T. brucei phosphofructokinase. Potency, µM (series often up to 57.5 µM), for the others: top-dose activity, negative = inhibition, hits mostly inhibitors. 0.17% of 330,000 active. O15648. T. brucei PFK, ADP-Glo luminescence;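 further: potency means the concentration at half of the fitted maximal effect; 0% = uninhibited 1x PFK enzyme wells and -100% = no-enzyme wells; nearly all actives have a fitted effect of over 60% in size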
#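 Compounds were pin-transferred as a titration series up to 57 uM into substrate buffer (0.5 mM F6P, 0.1 mM ATP, pH 8.0), then 1.25 nM PFK was added and reactions ran 45 min before ADP-Glo detection.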
# TSG101-PTAP inh – blocks PTAP/TSG101 interaction to inhibit HIV-1 budding. Q99816. Fluorescence polarization, FITC-PTAP peptide / Tsg101 binding. Potency, µM (doses to about 115 µM), without a hit: at the top dose activity change, negative = inhibition, actives largely listed as inhibitors. 340,000 tested, under 10 active; active means well fitted inhibition curve with a large enough effect in the main read-out, with a control signal flat, not every such curve was filed as active; inconclusive means small, poorly fitted or top-dose-only effect, or effect the other way, or a change in a side signal; inactive means no such curve, though single readings can be large or run the other way; further: potency means the concentration at half of the fitted maximal effect; % of control where 0% means no effect
# Target sequence (Q99816 whole entry, looked up): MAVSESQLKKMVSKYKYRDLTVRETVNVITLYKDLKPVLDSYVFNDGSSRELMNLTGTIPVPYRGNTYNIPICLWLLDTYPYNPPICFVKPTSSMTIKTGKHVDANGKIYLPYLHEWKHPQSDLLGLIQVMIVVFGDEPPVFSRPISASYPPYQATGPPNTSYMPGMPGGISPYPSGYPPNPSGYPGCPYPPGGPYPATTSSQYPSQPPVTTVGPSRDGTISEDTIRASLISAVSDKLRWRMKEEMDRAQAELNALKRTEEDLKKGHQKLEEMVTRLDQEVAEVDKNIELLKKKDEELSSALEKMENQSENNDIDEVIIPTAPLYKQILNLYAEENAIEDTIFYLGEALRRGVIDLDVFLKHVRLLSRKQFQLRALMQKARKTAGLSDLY
#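 Fluorescence anisotropy tracks displacement of a FITC-tagged PTAP peptide (50 nM) from the Tsg101 binding domain (10 uM), following a 20 min room-temperature incubation at pH 7.5.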
# Menin MLL FP TR – inhibitors of human menin-MLL interaction, mutant MLL peptide. O00255. Menin + Texas Red MLL mutant peptide, fluorescence polarization. Potency, µM (doses to about 61.6 µM), for inactives: top-dose FP activity change, negative = inhibition, usual class: inhibitors. 0.23% of 270,000 active. AID 1768; active means well fitted inhibition curve with a large enough effect in the polarisation, with a control signal flat, not every such curve was filed as active; inconclusive means small, poorly fitted or top-dose-only effect, or effect the other way, or a change in a side signal; inactive means no such curve, though single readings can be large or run the other way; the % refers to the polarisation; further: potency means the concentration at half of the fitted maximal effect; % of control where 0% means no effect; many of its hits are not listed in these tables
# Integrin act MD – activators of alpha7 integrin expression for muscular dystrophy; alpha7betagal myoblasts, beta-gal FDG fluorescence, 48 h; Potency, µM (series often up to 38.3 µM), without a hit: at the top dose activation, hits mostly activators; 0.064% of 350,000 active;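 further: potency means the concentration at half of the fitted maximal effect; 100% = response of the positive control SU9516; nearly all actives have a fitted effect of over 60% in size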
#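 alpha7betagal+/- myoblasts (passage 13, 250/well) treated 48 h at 37C with compounds at 1:260 dilution of DMSO stock. Lysed, then beta-galactosidase activity read as FDG fluorescence (ex 480/em 540) after 30 min, with pre-read for autofluorescence.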
# ASM inhibitor – inhibitors of human secretory acid sphingomyelinase; P17405; placental ASM, HMU-PC fluorogenic substrate, 60 min; Potency, µM (series often up to 57.5 µM), without a hit: at the top dose activity change, negative = inhibition, actives largely listed as inhibitors; 0.006% of 340,000 active; further: potency means the concentration at half of the fitted maximal effect
#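 Fluorescence read-out (Ex 386 nm, Em 447 nm) after stopping the reaction at pH 10. Enzyme: ASM from human placenta; substrate HMU-PC0, 9 uM final; 60 min, 37 °C. Compound preincubation 10 min, ambient temperature.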
# Giardia kill – kills Giardia lamblia; Giardia lamblia trophozoite viability; activity change, % at 7.66 µM, hits read low; 0.15% of 340,000 active; in the data active means activity change below about -80%; inconclusive means between about -30% and that limit;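 further: parasites exposed to compound for two days anaerobically before the ATP read; on the % scale 0 is the no-effect control and ±100 the full control effect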
#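 ATP-content bioluminescence gauges trophozoite survival. Cells (100/well) receive compound and incubate anaerobically for 48 hrs at 37 deg C; detection reagent follows for 15-30 min at room temperature.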
# B2AR arrestin – agonists driving beta-arrestin recruitment to human beta2-adrenergic receptor; P07550; 0.02% of 330,000 active; Potency, µM (highest dose often 46.1 µM), for the others: at the top dose activation, most hits filed as activators; beta-arrestin recruitment to beta2AR, cell-based reporter;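 further: potency means the concentration at half of the fitted maximal effect; 0% = DMSO controls and full agonism = EC100 isoproterenol or metaproterenol; nearly all actives have a fitted effect of over 65% in size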
# FBPA coupling cs – coupling enzyme interference in Giardia aldolase counter-screen; 0.67% of 290,000 active; coupling enzyme system counterscreen, AmpLite Red fluorescence; activity change, negative = inhibition, % at 58.2 µM, hits read low; in the data active means activity change below about -30%; further: on the % scale 0 is the no-effect control and ±100 the full control effect
#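 First, compound is pin-transferred into glyceraldehyde-3-phosphate coupling-enzyme reagent at 57.5 uM final and held 10 min at RT. Next, substrate, coupling system and AmpLite Red are added. After 20 min RT, fluorescence (525/598 nm) is read.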
# PKM2 act – activators of human pyruvate kinase M2; P14618; purified PKM2, Kinase-Glo ATP luminescence, activation; response scale: 0% is enzyme alone, no compound; Potency, µM (top dose mostly 57.5 µM), for the others: top-dose activation, hits mostly activators; 0.34% of 260,000 active; AID 1631; further: potency means the concentration at half of the fitted maximal effect; on the % scale 0 is the no-effect control and ±100 the full control effect; nearly all actives have a fitted effect of over 55% in size
# Target sequence (P14618 whole entry, looked up): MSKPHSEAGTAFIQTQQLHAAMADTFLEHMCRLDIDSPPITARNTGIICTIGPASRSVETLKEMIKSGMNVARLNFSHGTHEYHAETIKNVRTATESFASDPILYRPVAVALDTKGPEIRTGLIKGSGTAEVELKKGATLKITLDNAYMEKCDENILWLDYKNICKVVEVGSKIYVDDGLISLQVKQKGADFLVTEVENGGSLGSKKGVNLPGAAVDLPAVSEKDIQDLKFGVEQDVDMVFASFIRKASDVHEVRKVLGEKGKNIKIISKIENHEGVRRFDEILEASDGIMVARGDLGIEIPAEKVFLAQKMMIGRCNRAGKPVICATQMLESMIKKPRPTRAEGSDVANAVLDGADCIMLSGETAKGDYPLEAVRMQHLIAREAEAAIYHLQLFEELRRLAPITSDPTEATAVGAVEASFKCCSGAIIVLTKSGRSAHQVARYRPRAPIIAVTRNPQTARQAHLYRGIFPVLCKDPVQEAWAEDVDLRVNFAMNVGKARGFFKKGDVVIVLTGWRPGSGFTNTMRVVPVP
#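 Kinase-Glo luminescence reports ATP generated from ADP (0.1 mM) and PEP (0.5 mM) by purified hPK-M2 after 1 h at room temperature, pH 7.2 imidazole buffer; intermediate enzyme activity allows detecting inhibitors and activators.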
# An asterisk follows results filed as active; ? = inconclusive; / = no result given; [ ] = remark or other dose. Unless noted, the call rests on the fitted dose curve; in most records, active means well fitted curve in the direction sought with a large enough effect; inconclusive means small, poorly fitted or top-dose-only effect, or another doubt; inactive means no such curve, though single readings can be large; an effect the other way counts as inactive or inconclusive. An excerpt, so the mix of outcomes need not match the whole.
SMILES,GALK inhibitor,BCR signal inh,Tb PFK inh,TSG101-PTAP inh,Menin MLL FP TR,Integrin act MD,ASM inhibitor,Giardia kill,B2AR arrestin,FBPA coupling cs,PKM2 act
COc1ccc([N+](=O)[O-])cc1NC(=O)Cc1ccc(Cl)cc1,2%,-9%,-1%,-8%,?,-18%,-12%,-3,0.2%,2,13%
O=C(Nc1ccc(-c2nnc3n2CCCCC3)cc1)c1cc2ccccc2o1,1%,?,-1%,2%,2%,-34%[inhibitor],0%,-4,-0.2%,-2,5%
CC1CC(C(F)F)n2nc(C(=O)O)cc2N1 (centres undefined),-2%,-17%,3%,0%,8%,-8%,9%,4,0.0%,0,1%
COC(=O)C1=C(C)N=C2SCCC(=O)N2C1c1cccs1 (centres undefined),6%,0%,3%,-2%,0%,7%,0%,-8,0.2%,1,-7%
O=C(CN1CCCCC1)n1c2ccccc2c2ccccc21,-2%,-11%,-3%,0%,/,-2%,-1%,-1,-0.6%,0,-4%
Cn1c(SCC(=O)N2CCCc3ccccc32)nnc1-c1cccs1,4%,3%,-6%,0%,-14%,5%,5%,-4,-1.3%,0,8%
CC(C)CN1C(=O)N(c2ccc(Cl)cc2)C(C)(O)CC1(C)C (centres undefined),4%,1%,-1%,-4%,-14%,-2%,-4%,9,0.1%,2,/
CCN(Cc1ccccc1)S(=O)(=O)c1ccc(S(=O)(=O)N(Cc2cccc(OC)c2)CC2CCCO2)cc1 (centres undefined),1%,?,0%,-7%,7%,12%,4%,-3,-0.3%,0,-2%
COc1ccccc1CC(=O)NC(=O)c1ccccc1O,-1%,-20%,-9%,-1%,1%,-5%,3%,-26,6.4%,-12,/
Nc1ncnc2c1ncn2[C@@H]1O[C@H](CNS(=O)(=O)c2cc(S(=O)(=O)c3ccccc3)cs2)[C@@H](O)[C@H]1O,/,0%,2%,3%,/,-17%,0%,16,-0.6%,/,/
Cc1ccc2c(CC(=O)N3CCc4ccccc43)coc2c1,7%,-14%,-4%,1%,3%,-17%,-2%,-28,0.2%,-1,-8%
CC1=C(C(=O)Nc2ccccc2C(=O)NC2CCCCC2C)SCCO1 (centres undefined),-8%,11%,1%,1%,/,17%,-2%,10,-0.2%,/,/
O=C(Cc1ccccc1)NCC(=O)N1CCCC1,1%,3%,2%,-1%,6%,-17%,0%,-13,0.0%,0,-3%
COc1ccc(CCNC(=O)CN2C(=O)NC3(CCCCC3C)C2=O)cc1 (centres undefined),/,-3%,-5%,0%,/,-9%,1%,11,3.6%,/,/
O=C(O)CC1SC(=O)N(Cc2ccccc2)C1=O (centres undefined),1%,?,1%,-3%,0%,-9%,2%,-13,-0.6%,4,-1%
O=C(CSc1nc2ccccc2c(=O)n1Cc1ccco1)c1ccccc1,-3%,?,2%,-5%,10%,-41%,-2%,5,0.4%,6,3%
O=C(c1cc2cc(F)ccc2[nH]1)N1CCCC(Nc2ccc(F)cc2)C1 (centres undefined),3%,-7%,-16%,0%,/,-10%,-10%,-1,-0.9%,/,1%
O=C(OCC(=O)N1CCc2ccccc21)[C@@H]1CC(O)CN1S(=O)(=O)c1ccc(Cl)cc1 (some centres undefined),/,?,-12%,-1%,/,-2%,1%,4,-0.1%,/,/
CCOC(=O)COc1ccc2c(C)cc(=O)oc2c1C(=O)c1ccccc1,1%,5%,4%,0%,-1%,2%,46%[activator],25,0.1%,1,9%
O=C(Cn1nnc2ccccc2c1=O)N[C@@H](Cc1c[nH]c2ccccc12)C(=O)O,1%,-1%,-16%,-12%,7%,-11%,3%,-18,0.0%,-1,1%
COc1cccc(CNC(=O)CN2C(=O)CSc3ccc(S(=O)(=O)N4CCOCC4)cc32)c1,9%,5%,-2%,-2%,-10%,23%,0%,17,-0.1%,1,/
O=C1C(=O)N(CCO)C(c2cccc(F)c2)/C1=C(\O)c1ccc(Cl)cc1 (centres undefined),0%,-2%,1%,-3%,2%,8%,1%,-16,-0.7%,6,-1%
Cc1ccc(-n2c(C)n[nH]c2=S)cc1,0%,-3%,0%,-1%,9%,?,3%,47[activator],-0.9%,4,-12%
CCc1nc2scc(-c3ccccc3)c2c(=O)n1N,0%,?,-5%,-2%,16%,32%,1%,2,-0.4%,1,3%
Cc1ccc(NC(=O)COC(=O)c2ccc([N+](=O)[O-])o2)cc1S(=O)(=O)N1CCCCC1,10%,3%,-8%,-3%,21%,0%,-2%,1,0.2%,-5,-17%

# Next part.
SMILES,GALK inhibitor,BCR signal inh,Tb PFK inh,TSG101-PTAP inh,Menin MLL FP TR,Integrin act MD,ASM inhibitor,Giardia kill,B2AR arrestin,FBPA coupling cs,PKM2 act
CCOC(=O)C1=C(c2ccccc2)NC(=S)NC1c1cc([N+](=O)[O-])ccc1OC (centres undefined),1%,7%,4%,-3%,4%,21%,2%,-18,-0.1%,/,6%
COC(=O)c1ccccc1NC(=O)CSCC(=O)Nc1ccc(F)cc1,-1%,0%,3%,-5%,6%,13%[7.66 µM],-3%,-9,0.2%,3,1%
COc1cc(/C=C2\CCC(C3CCCC3)C2=O)ccc1OC(C)C (centres undefined),1%,2%,0%,-3%,?,7%,-1%,5,-1.1%,0,/
COc1ccc(CN(C)C(=O)c2ccc(Oc3ccccc3)cc2)cc1F,8%,-8%,4%,-1%,-19%,12%,-5%,2,0.1%,3,1%
CCN1CCN(C(=O)/C=C/c2ccc(OC)cc2)CC1,-5%,-2%,0%,0%,-4%,-23%,-3%,10,0.1%,0,-2%
CCNc1nc(NCC)nc(OCC(=O)O)n1,0%,?,0%,-1%,/,-4%,-5%,4,-0.5%,-1,0%
CCCCC(=O)Nc1ccc(C(=O)N2CCN(C)CC2)cc1,0%,?,-8%,1%,6%,9%,2%,-6,2.5%,3,-2%
Cc1c(NC(=O)C2CCCN2S(=O)(=O)c2cccc3nsnc23)cccc1C(=O)O (centres undefined),2%,1%,-2%,0%,0%[11.7 µM],8%,-3%,-7,0.1%,1,-5%
CNC(=O)c1csc(Cc2c(Cl)sc3ccc(Cl)cc23)n1,5%,-12%,1%,-6%,/,-18%,-4%,-28,-0.5%,14,10%
COc1ccc(C(=O)N2CCN(C(=O)c3ccc(-c4ccccc4)cc3)CC2)cc1OC,13%,-21%,0%,-1%,-19%,3%,6%,6,0.0%,1,0%
CC(=O)Oc1cccc(NC(=O)c2cccc(C(=O)Nc3cccc(OC(C)=O)c3)c2)c1,-1%,?,-5%,-3%,35%[activator],22%,-5%,29,-0.5%,1,2%
COc1ccc(/C(C)=N/NC(=O)CNC(=O)/C=C\c2ccccc2OC)c(OC)c1,6%,-60%,2%,-2%,-11%,24%,1%,-22,-0.2%,1,3%[0.46 µM]
CCOC(=O)C1CCN(S(=O)(=O)c2ccc(Br)c(OCC)c2)CC1,-2%,-5%,-16%,0%,1%,-46%,-3%,11,0.0%,1,20%
O=C(NCc1cc(C(F)(F)F)ccc1Cl)c1cccc2c1C(=O)c1ccc(N3CCOCC3)cc1S2(=O)=O,/,1%,2%,-4%,/,0%,-2%,0,0.3%,/,/
Cc1ccccc1-c1cc(C(=O)NCc2cccs2)n(CC2CC(c3cccnc3)=NO2)n1 (centres undefined),/,0%,2%,-7%,/,-18%,-9%,-2,-0.6%,/,/
Cc1c(S(=O)(=O)N2CCCC(C)C2)c(=O)n(C)c(=O)n1C (centres undefined),/,1%,-8%,-3%,/,-14%,1%,-9,0.1%,/,/
O=C(CSCC(=O)N1CCOCC1)Nc1ccccc1,0%,-1%,-2%,1%,2%,20%,2%,8,-0.2%,2,-4%
O=C(N/C(=C\c1ccc([N+](=O)[O-])cc1)C(=O)N1CCOCC1)c1cccc(Br)c1,2%,-3%,0%,-4%,/,-1%,-5%,-11,-0.3%,/,0%
COc1ccc(/C=N/NC(=O)CNC(=O)c2ccncc2)cc1,0%,-2%,4%,2%,10%,-14%,2%,4,-0.5%,1,/
O=C(c1ccc(Cl)c(S(=O)(=O)NCc2cccnc2)c1)N1CCCC1,/,?,9%,-5%,/,?,6%,-13,0.1%,/,/
CCn1c(SCC(=O)Nc2nc3ccc(OC)cc3s2)nc2c1c(=O)n(C)c(=O)n2C,3%,-5%,-2%,2%,4%,-22%[7.66 µM],-18%,10,0.3%,0,17%
COc1ccc(CCCc2n[nH]c(=S)o2)cc1C,3%,3%,-1%,0%,?,14%,3%,18,-0.2%,8,0%
